CaV13 ICDI inh: Disruptors of the CACNA1D IQ motif to Ca2+-dependent inactivation inhibitor domain association, primary screening, Förster resonance energy transfer in intact living … | HEK cells, CFP/YFP FRET ICDI-IQ, plate reader, 10 min; percent FRET-ratio fall versus neutral wells | inhibition, % at 12.3 µM | hit rate 0.098% among 340,000 | AID 743397;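 active means mean replicate inhibition of at least 30% and at least 1% of replicates passing that level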;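 further: 0% = median of the neutral control wells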
NR2E3 ag-1: activates human NR2E3 receptor. Q9Y5X4. CHO-S Gal4-NCOR/VP16-NR2E3 two-hybrid, luciferase. inhibition of corepressor binding, % at 3.98 µM. hit rate 0.35% among 360,000. AID 602229;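 active means inhibition above the mean of all tested compounds plus 3 SD, cut at about 70% in these data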;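 further: 0% = DMSO with NR2E3 transfected cells and 100% = cells lacking NR2E3 construct; higher means lower luciferase signal from less NR2E3 corepressor binding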
Target sequence (Q9Y5X4 whole entry, looked up, the tested form may be a part): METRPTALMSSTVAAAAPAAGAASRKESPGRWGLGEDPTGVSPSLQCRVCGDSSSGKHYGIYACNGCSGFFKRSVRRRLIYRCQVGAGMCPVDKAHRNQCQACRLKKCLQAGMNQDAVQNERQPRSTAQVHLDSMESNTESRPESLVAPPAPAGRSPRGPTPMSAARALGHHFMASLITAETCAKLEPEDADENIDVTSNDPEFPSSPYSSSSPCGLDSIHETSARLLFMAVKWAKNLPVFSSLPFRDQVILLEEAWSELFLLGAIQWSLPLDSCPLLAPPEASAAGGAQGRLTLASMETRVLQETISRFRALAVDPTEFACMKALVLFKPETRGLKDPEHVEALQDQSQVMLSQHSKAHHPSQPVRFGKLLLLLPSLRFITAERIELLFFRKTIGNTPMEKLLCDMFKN
NR2E3 ag-2: agonists of human nuclear receptor NR2E3; Q9Y5X4; inhibition of corepressor binding, % at 4.78 µM; GST-NR2E3/biotin-RetCOR TR-FRET, 1536-well; AID 2300; hit rate 0.12% among 320,000;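 active means percent inhibition above the cutoff of mean plus 3 SD of all tested compounds, set per screening campaign, cut at about 20% in these data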;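 further: 0% = DMSO wells and 100% = biotin wells as full block of FRET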
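Format: 1536-well format; test system: GST-NR2E3 and biotin-RetCOR proteins; read-out basis: percent inhibition of TR-FRET ratio; timing: 5 h incubation at 4 °C; detection: time-resolved FRET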
Exocytosis inh: lytic granule exocytosis inhibition; hit rate 0.66% among 360,000; TALL-104 LAMP-1 surface exposure, flow cytometry; cells stimulated with thapsigargin and PMA; inhibition, % at 10 µM;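 active means inhibition above about 55%, limit read from the data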
PDI inh: blocks human protein disulfide isomerase activity; P07237; PDI insulin aggregation turbidity, A650, 90 min; inhibition, % at 10 µM; hit rate 0.052% among 350,000; AID 588391;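 active means mean inhibition across replicates of 30% or more, whatever share of single replicates reach that level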;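 further: absorbance from insulin aggregation driven by PDI reduction with DTT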
Target sequence (P07237 whole entry, looked up): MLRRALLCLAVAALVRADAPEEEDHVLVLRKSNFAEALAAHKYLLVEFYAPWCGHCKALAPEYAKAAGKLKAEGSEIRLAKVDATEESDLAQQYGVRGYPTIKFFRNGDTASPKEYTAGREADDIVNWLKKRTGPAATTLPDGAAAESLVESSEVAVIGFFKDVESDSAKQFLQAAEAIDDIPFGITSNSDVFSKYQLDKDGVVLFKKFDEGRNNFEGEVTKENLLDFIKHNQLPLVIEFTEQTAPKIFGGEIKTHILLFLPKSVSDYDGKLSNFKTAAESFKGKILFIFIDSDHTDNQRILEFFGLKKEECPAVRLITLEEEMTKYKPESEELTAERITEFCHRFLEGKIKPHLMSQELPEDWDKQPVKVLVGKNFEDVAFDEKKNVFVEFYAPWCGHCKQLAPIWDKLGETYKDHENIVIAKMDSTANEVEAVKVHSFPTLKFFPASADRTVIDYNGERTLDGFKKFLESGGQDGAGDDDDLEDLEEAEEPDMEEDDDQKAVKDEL
Vif inh: blocks HIV Vif function; inhibition, % at 7.49 µM; HEK293T cells, Vif self-association by quenched fluorescence, imaging, 24 h; hit rate 0.35% among 340,000; in the data active means inhibition above about 50%, passing the limit was not always enough; further: some results filed as inactive read as strong as hits
TRPM1 prom inh: inhibitors of MITF-driven TRPM1 promoter in melanoma cells | hit rate 0.83% among 330,000 | AID 488899 | inhibition, % at 12.5 µM | SK-MEL-5 TRPM1 promoter luciferase, 24 h;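 active means mean inhibition across replicates of 60% or more, whatever share of single replicates reaches that level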; further: values of inactives mirror those of a sister screen read the other way
aDG glyco act: increases alpha dystroglycan glycosylation; Pro5-aDG cells, alpha-DG glycosylation AlphaScreen (IIH6); 0% Pro5, 100% B10-LARGE cell signal; activation, % at 10 µM; hit rate 0.22% among 360,000;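 active means activation of at least 8% versus controls, or a plate z-score of at least 8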;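 further: Pro5 are CHO cells carrying HIG-tagged alpha-DG that lacks glycosylation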
hiPSC survival: enhancers of human iPSC single-cell survival; hiPSC single-cell survival, ATPlite luminescence; 100% = ROCK inhibitor wells, 0% = DMSO; survival enhancement, % at 20 µM; hit rate 0.044% among 360,000; AID 602274; in the data active means survival enhancement above about 18%;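 further: cells exposed to compounds for 16 hours before the ATP read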
Peg3 promoter: inhibitors of Peg3 promoter; HeLa PEG-Prom luciferase reporter, luminescence, overnight; inhibition, % at 20 µM; hit rate 1.7% among 360,000; AID 588405;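 active means inhibition of at least 50% at 20 µM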
HIF-2a block: inhibitors of HIF-2a | 786-0 RCC cells HIF-2a reporter, luciferase luminescence, overnight | inhibition, % at 18.8 µM | hit rate 0.72% among 360,000;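 active means inhibition of the luminescence signal of 40% or more relative to plate controls, in a single-dose primary screen at 18.75 µM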
Numbers without * were called inactive; x = not tested or not shown. Outcome played no part in choosing rows. About 3.5% of those tested had a hit in this group.

SMILES	CaV13 ICDI inh	NR2E3 ag-1	NR2E3 ag-2	Exocytosis inh	PDI inh	Vif inh	TRPM1 prom inh	aDG glyco act	hiPSC survival	Peg3 promoter	HIF-2a block
O=C(O)c1ccc(-n2cccc2/C=N\NC(=O)c2cc3cc(Br)ccc3o2)cc1	-2	-11	6	-1	-7	2	4	0.0	-0.4	14	4
CCOC(=O)C1CCN(S(=O)(=O)c2ccc(Cl)cc2OC)CC1	-4	-12	2	1	-5	0	5	0.0	1.7	15	3
CCOC(=O)c1cnn2c(N)c(C#N)cnc12	-2	0	7	-3	0	9	9	0.0	-0.2	-14	2
COc1ccc2cc([C@H](C)C(=O)N(C)Cc3ccccc3N3CCCC3)ccc2c1	-3	-18	0	53	13	-10	13	0.0	-0.2	40	19
COc1cc2c(cc1NC(=O)CN(C)Cc1cccc(OC)c1OC)oc1ccccc12	-3	-9	4	6	12	-8	-7	2.6	-1.6	-1	-5
COc1ccc(/C=C/C(=O)c2sc(-c3ccccc3)nc2C)cc1	-3	-13	-5	-1	-6	-3	2	-0.2	2.5	19	-12
O=C(O)c1ccccc1NS(=O)(=O)c1ccc(N/N=C/c2ccc(O)c(O)c2)c([N+](=O)[O-])c1	-6	-27	x	-2	-6	24	-2	-0.4	-0.9	10	3
c1cc(-c2cc3nc(NC4CCCCC4)ccn3n2)ccc1OCCN1CCOCC1	-5	-22	x	-13	-2	x	x	-0.4	4.6	25	-119
CN(Cc1cnccn1)C(=O)CC1C(=O)NCCN1Cc1c(F)cccc1Cl (configuration not stated)	-2	-1	1	-2	4	x	-4	0.0	0.8	6	13
CCOc1cccc(-c2ccc3nncn3c2)c1	-5	-32	x	-16	-3	-2	x	-0.2	2.4	-6	-5

An excerpt from above in order of heavy-atom count, low to high.
SMILES	CaV13 ICDI inh	NR2E3 ag-1	NR2E3 ag-2	Exocytosis inh	PDI inh	Vif inh	TRPM1 prom inh	aDG glyco act	hiPSC survival	Peg3 promoter	HIF-2a block
CCOc1cccc(-c2ccc3nncn3c2)c1	-5	-32	x	-16	-3	-2	x	-0.2	2.4	-6	-5
COc1ccc(/C=C/C(=O)c2sc(-c3ccccc3)nc2C)cc1	-3	-13	-5	-1	-6	-3	2	-0.2	2.5	19	-12
COc1cc2c(cc1NC(=O)CN(C)Cc1cccc(OC)c1OC)oc1ccccc12	-3	-9	4	6	12	-8	-7	2.6	-1.6	-1	-5

Following part.
SMILES	CaV13 ICDI inh	NR2E3 ag-1	NR2E3 ag-2	Exocytosis inh	PDI inh	Vif inh	TRPM1 prom inh	aDG glyco act	hiPSC survival	Peg3 promoter	HIF-2a block
N#C/C(=C\c1cc2ccccc2nc1N1CCCCC1)C(N)=O	-6	-16	4	-2	-4	-10	5	0.1	-1.1	-2	-22
COC(=O)c1ccccc1NS(=O)(=O)c1ccc(NC(C)=O)cc1	-2	16	3	2	0	-11	4	-0.3	0.5	23	17
CCN(CC)S(=O)(=O)c1cc(NS(=O)(=O)c2cccc(C(=O)O)c2)ccc1C	-4	-17	-4	14	12	21	7	-0.2	-0.2	8	15
COC(=O)c1cc2nc(-c3ccccc3)cc(C)n2n1	-2	-30	3	0	19	6	12	0.1	-1.8	4	7
C=CCn1c(N)nc2ccccc21	-4	-8	3	2	0	5	-10	-0.1	0.7	10	14
Cc1ccc(-n2c(O)c(C=Nc3ccccc3-c3n[nH]c(=S)[nH]c3=O)c3ccccc3c2=O)cc1C	-4	-10	x	-1	2	4	6	-0.8	-0.7	23	10
O=c1oc(-c2cccs2)nc2scc(-c3cccs3)c12	-8	-83	-2	-2	4	-10	-5	-0.4	0.0	-37	-154
COC(=O)[C@@H]1CC(O)CN1C(=O)C12CC3CC(CC(C3)C1)C2 (some centres not stated)	-5	3	x	-9	3	13	-1	-0.1	-0.4	-2	10
Cc1ccc(CN2CCCN(Cc3cc(C)ccc3C)S2(=O)=O)cc1	-19	-15	1	6	0	-10	8	0.0	0.2	10	18
CCOC(=O)C1CCN(c2c(C(=O)c3ccccc3)cnc3ccc(Cl)cc23)CC1	7	-29	-1	-2	x	-4	10	0.0	-2.3	22	11
NC(=O)CSc1nc2cc(Cl)ccc2c(=O)n1C1CCCCC1	-2	-11	4	-11	-7	-1	1	0.1	0.7	14	13
O=Cc1cn(-c2ccccc2)nc1-c1ccc(F)cc1	-5	-24	1	-5	0	-3	-37	1.4	-0.4	-89	-217
COc1ccc(C2Nc3cccc4cccc(c34)N2)cc1Br	-4	-36	1	10	-6	-4	1	-0.3	-0.7	18	12
O=C(O)c1cccc(NC2=C(N3CCOCC3)C(=O)c3ccccc3C2=O)c1	-2	-14	10	-1	9	15	8	-0.1	3.3	-15	-15
O=C(O)c1cc(O)ccc1N=Nc1ccccc1	-3	8	-2	2	-6	-1	5	0.0	-0.6	5	6
O=C(NCc1ccccc1F)C1CCCN1C(=O)Nc1ccc(Cl)cc1 (configuration not stated)	-18	-10	1	18	20	-8	6	0.0	2.2	25	13
Cn1c(SCc2c(F)cccc2Cl)nnc1-c1cccs1	-4	-47	-3	-5	-18	-7	-46	0.2	-0.4	-229	-229
O=C(Cc1cn2ccsc2n1)Nc1ccccn1	x	-15	3	1	1	-8	-2	1.2	-3.6	19	7
CCCNC(=O)Cn1c2ccccc2c2nc(=O)cc(C)n21	-3	11	4	-2	x	7	x	-0.1	-1.5	20	20
CCOC(=O)COc1ccccc1/C=C\[N+](=O)[O-]	x	0	1	43	-3	-1	97*	-0.4	2.0	110*	92*

An excerpt from above, reduced to hiPSC survival:
compound	hiPSC survival
CCCNC(=O)Cn1c2ccccc2c2nc(=O)cc(C)n21	-1.5
CCOC(=O)COc1ccccc1/C=C\[N+](=O)[O-]	2.0

Following part:
SMILES	CaV13 ICDI inh	NR2E3 ag-1	NR2E3 ag-2	Exocytosis inh	PDI inh	Vif inh	TRPM1 prom inh	aDG glyco act	hiPSC survival	Peg3 promoter	HIF-2a block
COc1ccc(-c2[nH]ncc2CN2CCCN(c3ccccc3)CC2)c(F)c1	11	20	-2	-1	-2	-2	5	0.2	-0.3	16	15
Cc1cc(NC(=O)C2CCCN(S(=O)(=O)c3cnc[nH]3)C2)ccc1Br (configuration not stated)	0	6	2	-1	-1	-4	10	0.0	1.4	7	-3
COc1ccc(/C=N/Nc2nnc(C)n2N)cc1OC	10	-14	2	4	6	-4	11	0.3	-0.4	0	8
CC(SC(C)C(=O)NN=Cc1ccc(F)cc1)C(=O)NN=Cc1ccc(F)cc1 (configuration not stated)	-18	6	x	-1	1	2	2	0.3	-2.7	-4	1
Cc1ccc2[nH]cc(CCNC(=O)c3ccc4c(c3)OCO4)c2c1	-2	-8	3	5	2	9	-17	-0.1	0.1	-56	-50
CCN(CC)C(=O)C(C)OC(=O)c1ccc(O)cc1 (configuration not stated)	-5	4	0	2	13	x	0	-0.1	2.7	-2	9
C[C@H]1CN([C@@H](C)CO)C(=O)c2cc(-c3cccc(C(=O)N(C)C)c3)cnc2O[C@H]1CN(C)C(=O)Cc1ccccn1	-7	-11	x	1	3	1	x	0.0	-1.3	-1	11
Nc1cc(C(=O)O)ccc1N1CCCCC1	x	-9	-3	0	-3	10	3	-0.3	0.8	-37	-17
CCOCCCNC(=S)NC1CC2CCC(C1)N2Cc1ccccc1 (configuration not stated)	-5	11	3	1	7	-3	0	-0.2	0.5	15	10
CCN(CC)CCOc1nnc(-c2ccc(C)cc2)c2ccccc12	-7	1	-3	-9	-6	20	-2	1.2	-3.2	-2	20
Cc1cc(C)nc(NS(=O)(=O)c2ccc(Br)cc2)n1	-4	1	3	0	10	0	-10	-0.2	-1.3	3	12
O=[N+]([O-])c1cccc(NC(=S)NCc2ccncc2)c1	-5	-15	3	-1	-3	3	-1	-0.3	-1.4	12	13
Cn1c(CCNC(=O)c2ccco2)nc2cc(NS(=O)(=O)c3ccccc3)ccc21	x	-6	-2	-1	14	-22	5	-0.1	2.8	2	12
CCOc1ccccc1N1CC(C(=O)Nc2c(C)n(C)n(-c3ccccc3)c2=O)CC1=O (configuration not stated)	-17	-11	0	-3	7	-30	15	-0.5	2.2	6	9
N=C1/C(=C\c2ccc(SCc3ccccc3)o2)C(=O)N=C2SC=NN12	-19	-5	2	17	-4	-10	6	0.2	0.5	-5	-2
CC(=O)c1ccc(N2CCN(S(=O)(=O)c3cn(C)c(C)n3)CC2)cc1	-3	24	-2	-4	7	12	3	-0.1	0.7	-1	-1
CCOC(=O)c1c(C)[nH]c(C(=O)COC(=O)CSCC(=O)N(CC)CC)c1C	-5	-11	0	-4	-12	14	28	-0.1	-1.4	1	-4
OCCNCCCOc1cc(Cl)ccc1Cl	6	-10	2	0	24	x	2	0.6	-1.2	-6	16
Clc1ccc(-c2nc3c4ccccc4ccn3c2Cc2ccccc2)cc1	-5	9	x	-2	-1	0	x	1.1	4.4	-16	-34
O=C(N/N=C/c1ccc(Br)s1)c1cccs1	3	-90	2	-16	-7	0	-69	0.0	-0.3	-182	-225
C=CCN=C(C)C1=C(O)C(C)OC1=O (configuration not stated)	-6	-18	2	-9	-1	2	9	0.1	-1.7	-1	12
C=CCN1CC(c2nc3ccccc3n2CCOc2ccccc2)CC1=O (configuration not stated)	-4	-18	1	1	7	-11	3	-0.1	-0.2	10	10
CCOC(=O)C1CCCN(C(=O)c2ccc(N(C)C)cc2)CC1 (configuration not stated)	-6	-2	x	4	-5	-4	x	0.4	7.5	-8	-10
CCOC(=O)c1cc(C)n(-n2cnnc2)c1C	-5	-9	-3	0	-1	4	9	0.0	4.4	10	10
Cc1cc(C)cc(NC(=O)CSc2nc3nc(C)cc(C)n3n2)c1	-7	-12	0	-3	-3	1	-9	-0.4	0.3	5	-2
O=C(Nc1ccc(Oc2ccccc2)cc1)c1csc([C@@H]2O[C@H](CO)[C@@H](O)[C@H]2O)n1	-6	32	x	-6	10	-37	x	0.5	-1.9	-18	-20
O=C(NC1CCCCC1)C(c1ccnc2ccccc12)N1CCc2ccccc2C1 (configuration not stated)	x	2	x	2	x	-1	x	-0.1	1.3	-10	-19
N#CCC(=O)N/N=C/c1ccc(OCc2ccccc2)cc1	7	-36	4	4	1	-6	-27	0.5	-0.5	-129	-38
COC(=O)C1=C(C(=O)OC)C2(OC1c1cccc(F)c1)C(=O)c1ccccc1C2=O (configuration not stated)	-5	6	2	3	-3	5	0	0.0	5.1	3	10
COn1c(-n2nc(C)cc2C)nc2ccccc2c1=O	-5	-4	-1	-1	-6	8	8	-0.2	-0.4	12	3
CC(C)Sc1nnc(-c2c[nH]c3ccccc23)n1C	-10	-66	3	3	x	-5	x	0.1	-2.4	-197	-193
COC(=O)c1c(O)c2ccccc2[nH]c1=O	-4	1	-2	-1	-7	-9	0	-0.3	2.5	17	8
O=C(Cn1c(=O)n(-c2ccccc2)c(=O)c2sccc21)NCc1ccccc1	-7	-15	-5	8	2	-1	4	0.0	-0.2	2	14
COc1ccc(C(=O)NNC(=O)CCCCC(=O)NNC(=O)c2ccc(OC)cc2)cc1	-8	18	2	1	0	6	8	2.2	-1.4	1	18
CC12CCC(=O)N1C(C(=O)Nc1cccc(S(=O)(=O)N3CCCCC3)c1)CS2 (configuration not stated)	-1	-13	0	15	5	x	4	0.0	-0.4	-4	14
CC(C)(C)OC(=O)NCC1CCN(S(=O)(=O)Cc2ccccc2)CC1	-4	-4	-1	-2	4	-12	8	0.0	-0.2	10	10
Cc1ccc(OCc2n[nH]c(=S)n2-c2ccccc2)cc1	-5	-21	3	1	-6	0	6	0.4	3.2	9	24
